Screens (PubChem)
mcGAS RapidFire – mouse cGAS inhibition by mass spec. hit rate 0.18% among 130,000. AID 1259397. inhibition, % at 12.5 µM. recombinant mouse cGAS, cGAMP by RapidFire MS;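 active = inhibition of cGAS enzyme activity at or above 60%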;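 also: enzyme stimulated by 45 bp dsDNA with ATP and GTP substrates; cGAMP share of summed cGAMP plus half ATP and half GTP signals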
Target sequence (Q8C6L5 whole entry, looked up): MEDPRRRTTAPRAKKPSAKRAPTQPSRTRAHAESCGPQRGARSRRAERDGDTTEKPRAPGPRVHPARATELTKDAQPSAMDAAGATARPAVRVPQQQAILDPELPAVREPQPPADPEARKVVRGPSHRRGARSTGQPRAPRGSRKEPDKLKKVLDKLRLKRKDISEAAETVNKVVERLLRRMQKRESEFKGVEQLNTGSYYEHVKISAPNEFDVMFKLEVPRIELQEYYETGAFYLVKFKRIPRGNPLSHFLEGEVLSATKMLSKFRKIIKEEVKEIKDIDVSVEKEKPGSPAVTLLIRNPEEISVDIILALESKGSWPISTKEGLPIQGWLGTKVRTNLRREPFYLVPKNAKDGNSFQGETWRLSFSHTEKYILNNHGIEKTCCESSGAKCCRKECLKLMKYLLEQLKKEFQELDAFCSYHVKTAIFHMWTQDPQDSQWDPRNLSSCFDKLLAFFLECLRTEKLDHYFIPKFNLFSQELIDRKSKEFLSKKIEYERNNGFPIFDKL
Numbers without * were called inactive; & = joins results of further samples. These rows are one share of the data. The share of hits here may be higher or lower than overall.

Sample of the layout:
No.	Structure	mcGAS RapidFire
1	OCCOc1cccc(-c2nccn2-c2ccc(-n3cccn3)cc2)c1	-2
2	Cc1cc(Nc2ccccc2)cc(=O)n1C	-6
3	N=c1sccn1C1SC(=O)N(c2ccccc2)C1=O (centres undefined)	-3
4	CCCCNS(=O)(=O)c1cccc(NS(=O)(=O)c2ccc(C)c(C)c2)c1	-6

Main list, from the start:
No.	Structure	mcGAS RapidFire
1	OCCOc1cccc(-c2nccn2-c2ccc(-n3cccn3)cc2)c1	-2
2	Cc1cc(Nc2ccccc2)cc(=O)n1C	-6
3	N=c1sccn1C1SC(=O)N(c2ccccc2)C1=O (centres undefined)	-3
4	CCCCNS(=O)(=O)c1cccc(NS(=O)(=O)c2ccc(C)c(C)c2)c1	-6
5	C=CCN=c1scc(-c2ccc(C)cc2)n1N=Cc1ccc(F)cc1	-7
6	Cc1ccc(NC(=O)Cn2nc(C3CC3)c3cnn(-c4ccccc4C)c3c2=O)cc1	-7
7	COc1cccc(CN2CCC2(C)C(=O)NCCc2ccccn2)c1F (centres undefined)	-6
8	CCc1noc(-c2ccc(C)c(NC(=O)C3=CCCCO3)c2)n1	-20
9	COc1ccc(C(N)c2csc(Nc3ccc(C(F)(F)F)cn3)n2)cc1 (centres undefined)	34
10	O=C(/C=C/c1ccccc1)Nc1nc(-c2ccc(F)c(F)c2)cs1	-5
11	CCCC1O[C@@H]2C[C@H]3[C@@H]4CCC5=CC(=O)C=C[C@]5(C)[C@H]4[C@@H](O)C[C@]3(C)[C@]2(C(=O)CO)O1 (some centres undefined)	-12&7
12	Cc1ccc(C2=NNC(=Nc3ccc(F)cc3)SC2)cc1[N+](=O)[O-]	-4
13	CC1(COc2ccc(-c3nc(Cc4ccccc4)no3)cn2)CCCNC1 (centres undefined)	-7
14	O=c1c2cnn(CCO)c2ncn1Cc1ccc(C(F)(F)F)cc1	-9
15	CC(C)(C)c1ccc(-c2cn(-c3ccccc3)c3[n+]2CCCS3)cc1	-20
16	CC(C)CC(=O)Nc1cc(Br)ccc1S(C)(=O)=O	3
17	O=c1ccc(-c2ccc(F)cc2)nn1CCCNS(=O)(=O)c1cccs1	3
18	COc1cc2nc(CN(Cc3ccc4c(c3)OCO4)C3CCCC3)[nH]c(=O)c2cc1OC	-1
19	c1ccc(-c2nnc3sc(-c4cccs4)nn23)cc1	2
20	O=c1oc2ccccc2cc1-c1nnc(Nc2cccc(C(F)(F)F)c2)s1	-7
21	Cc1cc(C)c(C(=O)CSc2nnc(N3CCCC3)n2CC2CCCO2)cc1C (centres undefined)	-2
22	CC1(C(=O)Nc2ccccc2F)CCN1C(=O)c1ccco1 (centres undefined)	-17
23	CCOc1cccc(-c2cccc(-n3cnnc3)c2)c1	-7
24	CCOC(=O)N1N=C(c2ccccc2)CC1(O)C(C)(F)F (centres undefined)	1
25	CCOC(=O)C1(Cc2ccccc2F)CCCN(C(=O)CCc2ccc3c(c2)OCO3)C1 (centres undefined)	-7
26	N#Cc1cc2[nH]c3ccccc3c2n(-c2ccc([N+](=O)[O-])cc2)c1=N	-7
27	CN(CC1CC1)CC1CCN(C2CCN(c3ccccc3Cl)C2=O)C1 (centres undefined)	-8
28	O=C(Nc1ccnn1C1CCN(Cc2cc3ccccc3[nH]2)CC1)c1ccc2c(c1)OCO2	-9
29	Cc1cc(S(=O)(=O)N2CCCC2C(=O)N2CC(O)CC2C(N)=O)c(C)cc1Cl (centres undefined)	-3
30	O=C(C1COc2ccccc2O1)N1CCN(Cn2c(=O)oc3ccccc32)CC1 (centres undefined)	-11
31	CC(=O)c1c(C)[nH]c(C(=O)N(CC(C)C)CC(C)C)c1C	-6
32	Nc1nnc(SCC(=O)NCc2ccco2)s1	-44
33	CCCCc1cn(C2CCN(C(=O)C3CC(=O)N(C(C)(C)C)C3)CC2)nn1 (centres undefined)	-10
34	CC(C)CCOC(C)C(=O)N1CC2CCCN2Cc2ccccc21 (centres undefined)	-5
35	O=C(Cn1cnc2c(nnn2-c2ccc(F)cc2)c1=O)N1CCCCCC1	6
36	C(=NN1CCOCC1)c1cn(-c2ccccc2)nc1-c1cc2ccccc2o1	-2
37	Cc1nnc(SCC(=O)NC2CCCCC2C)n1C1CCCCC1 (centres undefined)	5
38	CCc1nc(CN2CCCC(CNC(=O)NC(C)(C)C)C2)c(C)[nH]1 (centres undefined)	-32
39	COc1ccc(OCCSc2nnc(Nc3ccccc3OC)s2)cc1	-16
40	COc1ccc(C2=NN(S(C)(=O)=O)C(c3cccc(OC)c3OC)C2)cc1OC (centres undefined)	-3
41	COc1cccc(-n2c(=O)[nH]c3c(C(N)=O)nc(-c4ccc(Cl)c(Cl)c4)nc32)c1	-10
42	Cc1c(O)cc(C(=O)N2CCCC(c3[nH]ncc3-c3ccccc3)C2)cc1O (centres undefined)	-18
43	Cc1ccc(CN(C)C(C)c2nc(N)nc(Nc3ccccc3)n2)o1 (centres undefined)	-33
44	Cc1ccc2c(CC(=O)N3CCOCC3)c(Br)oc2c1	-4
45	CCCC(C)NC(=O)CN1C(=O)NC(CC)(c2ccccc2)C1=O (centres undefined)	-4
46	C=C(C)Cn1c(SCCCCCCC)nc2c1c(=O)n(C)c(=O)n2C	1
47	Cn1cc(C(=O)N2CC[C@@H](c3ccc4ccccc4c3)[C@H](O)C2)cn1	-8
48	CCNC(=O)CC1=CSC2=NC(c3ccccc3)=C(C(=O)OCC)C(c3ccc(C)cc3)N12 (centres undefined)	-10
49	Nc1cc(-c2cccc(C(F)(F)F)c2)nn1-c1ccc(C(=O)Nc2cccc(Cl)c2)cc1	3
50	CNCCCC1Sc2ccccc2Oc2ccccc21 (centres undefined)	-14

Next part.
No.	Structure	mcGAS RapidFire
51	CC(Cc1ccco1)NS(=O)(=O)C1=Cc2ccccc2CC1 (centres undefined)	-1
52	NC(=O)COC(=O)c1csc(-c2ccc(Br)s2)n1	-5
53	Cc1nn(-c2ccccc2)c(C)c1/C=N\NC(=O)c1cc(-c2ccco2)[nH]n1	-1
54	OC(c1ccccc1)c1nc(/C=C/c2ccc(C(F)(F)F)cc2)cs1 (centres undefined)	7
55	CC(C)(C)c1nnc(N/N=C\c2ccc(Br)cc2)[nH]c1=O	-6
56	Cc1cn2c3c(=O)n(C)c(=O)n(C)c3nc2n1-c1ccccc1	4
57	O=C(Nc1ccc(F)cc1F)N1CCN(c2ccccc2Cl)CC1	-2
58	O=C(Nc1nc2c(s1)CCCC2C(=O)Nc1ccc2c(c1)OCCO2)c1ccccc1 (centres undefined)	-4
59	CCOC(=O)N1CCN(C(=O)CSc2ncnc3c2nnn3CC)CC1	-6
60	CCC(=O)Nn1cnc2c(cnn2C(C)(C)C)c1=O	1
61	O=C(C1CC12CCC2)N1CCc2c(nc(-c3ccccn3)[nH]c2=O)C1 (centres undefined)	-1
62	CS(=O)(=O)c1ccc(S(=O)(=O)Nc2cc3c(c(C(=O)O)c2)OCCO3)cc1	-9
63	N#Cc1ccc(C(=O)Nc2ccccc2N2CCCCCC2)cc1	-12
64	c1coc(-c2ncc(C3NCCc4[nH]cnc43)cn2)c1 (centres undefined)	-7
65	COc1cc(C(=O)N2CC[C@@H](c3sccc3C)[C@H](O)C2)nc(OC)n1	2
66	CN(Cc1cc(C(C)(C)C)n[nH]1)C(=O)c1cn2c3c(cccc3c1=O)CC2	-8
67	Cc1cc(Br)c(O)c(C(=O)Nc2ccccc2CN(C)C)c1	3
68	CCN1C(=O)NC(c2ccc(Cl)cc2Cl)C2=C1CN(CCC(=O)O)C2=O (centres undefined)	-3
69	CCCn1c(CCC(=O)Nc2nccs2)nc2cc(S(=O)(=O)N3CCOCC3)ccc21	-9
70	Cc1ccc(S(=O)(=O)N/N=C\C=C\c2ccc(N(C)C)cc2)cc1[N+](=O)[O-]	-13
71	CCC(CCC(C)[C@H]1CCC2C3CC=C4C[C@@H](O)CC[C@]4(C)C3CC[C@@]21C)C(C)C (some centres undefined)	-10
72	C=CCn1c(SCC(=O)N(C)C)nc2sc3c(c2c1=O)CCCCC3	-4
73	c1ccc(-c2ccc(CNC3CCC4(CCNCC4)CC3)s2)nc1	-8
74	Oc1oc(-c2ccc(F)cc2)nc1C1=NCCCCC1	3
75	CSCC(=O)N1CCC(N2CCC(C(=O)NCCc3ccccc3)CC2)CC1	-7
76	CCCc1nc2c(C)cc(-c3nc4ccccc4n3C)cc2n1Cc1ccc(-c2ccccc2C(=O)O)cc1	-20&-3&0
77	O=C(C1CC2(CCNCC2)CN1)N1CCCN(CCCc2ccccc2)CC1 (centres undefined)	-9
78	O=P(O)(O)C(O)(Cc1cccnc1)P(=O)(O)O	1
79	N#CCN1N=C2CCCCCC2C1(O)C(F)(F)F (centres undefined)	-5
80	Cc1ccc(CNc2ncnc3[nH]ncc23)o1	-2
81	N#Cc1cccc(NC(=O)Cn2c(=O)cnc3cc(F)c(F)cc32)c1	-8
82	CC(C)N1C(=O)C(=C2C(=O)N(CC(=O)Nc3ccc(F)cc3)c3ccccc32)SC1=S	2
83	COc1ccc(F)cc1C(C)NC(=O)NC1CCN(Cc2cccc(C)c2)CC1 (centres undefined)	-2
84	CC1=C/C(=N/NC(=O)CN(C)S(=O)(=O)c2ccc(C)cc2)CC1	-6
85	Cc1nc(C(C)C)sc1C(=O)N1CCC2(CC1)c1ccccc1[C@@H](N)[C@@H]2O	-12
86	COc1ccc2c(c1)CCCC2=NNc1ncc(Cl)cc1Cl	-16
87	COc1ccc(CC2CN(C3CCN(Cc4ccco4)CC3)CCO2)cc1 (centres undefined)	-11
88	CCn1c(C)nnc1S(=O)(=O)Cc1noc(CC(C)C)n1	0
89	COc1ccc(C(CC(=O)NCc2ccon2)c2ccccc2)cc1 (centres undefined)	-6
90	CN(C)S(=O)(=O)c1ccc2c(c1)CCCN2C(=O)CCl	-5
91	CCC(C)n1c(O)c(C=NNCCN(CC)CC)c(=O)[nH]c1=S (centres undefined)	12
92	CC(OC(=O)c1cc(-c2ccco2)n[nH]1)c1ccc(F)c(F)c1 (centres undefined)	-2
93	COC(=O)c1c(C)cccc1NS(=O)(=O)c1cc(C(=O)O)cs1	3
94	CCNC(=O)c1cccc(-n2ccc(-c3cccnc3)n2)c1	-7
95	CC(=NN=C(N)N)c1ccc(Cl)cc1Cl	-10
96	O=C(NC1CC1)c1ccnc(-c2cccc3c2CCNC3)c1	9
97	Cn1cc(CN2CCC(CNC(=O)c3cnc4ccccc4c3)C2)cn1 (centres undefined)	-12
98	O=C(Nc1ccc(N2CCCC2)cn1)c1cc(Cl)c2c(c1)OCO2	-4
99	Oc1ccccc1C1=NOC(O)(C(F)(F)F)C1 (centres undefined)	-3
100	Cc1ccc(N(CCCCN2C(=O)c3ccccc3C2=O)C(=O)c2cc([N+](=O)[O-])cc([N+](=O)[O-])c2)cc1	-7

Later entries.
No.	Structure	mcGAS RapidFire
101	CN(Cc1cccc2ncccc12)CC1CCCN(CCc2ccc(F)cc2)C1 (centres undefined)	-4
102	COc1cc(S(=O)(=O)NCc2ccc(C)cc2)c(OC)cc1Cl	-8
103	CN(CC(=O)Nc1cc(Cl)c(N)c(Cl)c1)S(C)(=O)=O	-48
104	O=C(CCN(CC1CCCO1)CC1CCCO1)Nc1cccc(F)c1 (centres undefined)	-14
105	CCN(CC)CC(=O)N1C[C@@H]2CN(C(=O)C3CC3)C[C@]2(C(=O)O)C1	-12
106	CC(=O)/C(=N/Nc1ccccc1[N+](=O)[O-])Oc1ccc(Br)cc1	-14
107	FC(F)(F)c1ccnc(NC(c2ccc3c(c2)OCCO3)C2CC2)n1 (centres undefined)	-3
108	COc1ccc(CCCC(=O)N2CCCC3(CN(C)C(=O)O3)C2)cc1 (centres undefined)	-17
109	Cc1ccc(C)c(NC(=O)OCCNC(=O)C2C(C=C(Cl)Cl)C2(C)C)c1 (centres undefined)	-3
110	COC(=O)c1ccccc1NC(=O)c1cccc(N2CCCC2=O)c1	-10

An excerpt from above in order of count of non-hydrogen atoms, low to high:
No.	Structure	mcGAS RapidFire
103	CN(CC(=O)Nc1cc(Cl)c(N)c(Cl)c1)S(C)(=O)=O	-48
105	CCN(CC)CC(=O)N1C[C@@H]2CN(C(=O)C3CC3)C[C@]2(C(=O)O)C1	-12
107	FC(F)(F)c1ccnc(NC(c2ccc3c(c2)OCCO3)C2CC2)n1 (centres undefined)	-3
109	Cc1ccc(C)c(NC(=O)OCCNC(=O)C2C(C=C(Cl)Cl)C2(C)C)c1 (centres undefined)	-3
101	CN(Cc1cccc2ncccc12)CC1CCCN(CCc2ccc(F)cc2)C1 (centres undefined)	-4

Remaining list, next part:
No.	Structure	mcGAS RapidFire
111	Cn1ncc2c(N[C@H]3COC[C@@H]3N3CCCCC3)nc(-c3cccnc3)nc21	0
112	Cc1nn2c(C(F)(F)F)ccnc2c1C=O	-15
113	Cc1ccc(C(=O)N2CCN(C(=O)c3cc(Cl)ccc3O)CC2)o1	-7
114	C=C(C)CN(CC)C(=O)c1ccc(F)c(F)c1	3
115	CN(CC(=O)NC1(c2ccccc2)CCC1)c1ccc(Cl)cn1	-7
116	Cc1ccc(SCc2cc(=O)[nH]c(N=C(N)Nc3ccc(C)c(C)c3)n2)cc1	5
117	CCC1CCC2(CC1)NC(=O)N(CC(=O)Nc1ccc(N3CCCC3=O)cc1)C2=O (centres undefined)	-6
118	Cc1ccc(CN2CCN(Cc3cnc(N4CCCC4)s3)CC2=O)cc1	2
119	Cc1nn(C)c(Cl)c1S(=O)(=O)N1CCC2(CCNCC2)C1	-12
120	CC(C)c1nc(CN(C)C(=O)CN(C)C2CCS(=O)(=O)C2)cs1 (centres undefined)	-11&6
121	O=C(O)C1CN(c2ncccn2)CCN1C(=O)c1nccc2ccccc12 (centres undefined)	-9
122	O=C1OC(/C=C/c2ccccc2)=NC/1=C/c1ccccc1	-4
123	CSCCC1NC(=O)N(CC(=O)N(C)C2CCCCC2)C1=O (centres undefined)	2
124	CC(C)(C)NC(=O)CN(c1ccccc1)S(=O)(=O)c1ccccc1F	-2
125	CCOc1ccc(C(O)=C2C(=O)C(=O)N(CCCN(C)C)C2c2cc(OC)c(OC)c(OC)c2)cc1 (centres undefined)	4
126	COc1ccc(/C=C2/CCC(=C(SC)SC)C2=O)cc1	0
127	COc1cccc(CC2(CO)CCN(C(=O)[C@@H]3C[C@@H]4C=C[C@H]3C4)CC2)c1	-7
128	O=C(NCCc1cccnc1)NC1CCSc2ccc(F)cc21 (centres undefined)	-11
